# Source: PubChem
# core dimer inh – inhibitors of HCV core protein dimerization, primary screen, biochemical, TR-FRET, high-throughput | TR-FRET GST/Flag-core106 dimerization, 1536-well | inhibition, % at 5 µM | hit rate 0.33% among 300,000;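 active means inhibition above the mean of all tested compounds plus 3 SD, set per screening campaign, cut at about 45% in these data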
#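 Assay system: GST-tagged and Flag-tagged HCV core protein residues 1-106 / Times: compound-protein-antibody incubation 4 h at 22.5 °C / Signal: time-resolved FRET, ex 340 nm, em 617 and 671 nm / Evaluation: % inhibition based on acceptor/donor emission ratio / Benchmarks: wells lacking GST-core106 and wells with excess unlabelled core106 / Repeats: singlicate, one well per compound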
# PP1 counter – PP1-alpha phosphatase inhibitors, primary screen, counter-screen for PP5 inhibitor project, biochemical, fluorescence, OMFP substrate, single point | purified PP1alpha | hit rate 0.9% among 320,000 | inhibition, % at 6.7 µM | Serine/threonine-protein phosphatase PP1-alpha catalytic subunit (Homo sapiens), P62136 | AID 2235, 2010;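 active means inhibition above the mean inhibition of all tested compounds plus 3 SD, computed separately for each screening campaign, cut at about 15% in these data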
# Target sequence (P62136 whole entry, looked up): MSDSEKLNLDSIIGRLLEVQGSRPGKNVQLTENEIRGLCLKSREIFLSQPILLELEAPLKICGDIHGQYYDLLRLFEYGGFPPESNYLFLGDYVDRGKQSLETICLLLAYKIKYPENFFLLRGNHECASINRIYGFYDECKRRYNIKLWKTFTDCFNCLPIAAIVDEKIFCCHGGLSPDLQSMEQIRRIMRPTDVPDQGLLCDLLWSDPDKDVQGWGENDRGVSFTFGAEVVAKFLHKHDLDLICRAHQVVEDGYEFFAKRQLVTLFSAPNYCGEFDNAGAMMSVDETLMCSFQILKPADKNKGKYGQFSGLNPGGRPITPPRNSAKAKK
# CR mimetic SO – reduction of superoxide in aged yeast, primary screen, HTS; S. cerevisiae aged cells, superoxide DHE fluorescence; hits give low values; superoxide response (% of plate mean), % at 10 µM; hit rate 0.18% among 330,000;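 active means superoxide response under a set limit, about three screen SD below normal, cut at about 65% in these data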;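 further: yeast aged for seven days with compound at 30 °C before DHE staining; 100% = average MFI of all compound-treated wells on the plate with controls excluded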
# PP5 inh – PP5 phosphatase inhibitors, primary screen, biochemical, fluorescence; Serine/threonine-protein phosphatase 5 (Homo sapiens), P53041; inhibition, % at 6.7 µM; hit rate 0.18% among 320,000; AID 1987, 2009; purified PP5c, OMFP substrate fluorescence;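 active means inhibition above the campaign's mean inhibition across all tested compounds plus 3 SD, cut at about 9.5% in these data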;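 further: 0% = DMSO only and 100% = 100 µM cantharidin control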
# GASC-1 inh – inhibitors of GASC-1 histone demethylase, primary screen, biochemical, fluorescence, DELFIA europium; inhibition, % at 2.35 µM; Lysine-specific demethylase 4C (Homo sapiens), Q9H3R0; hit rate 0.069% among 330,000; GST-JMJD2C(1-420) H3K9me3 demethylation;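 active means more than half of a compound's replicate wells show inhibition beyond 50%, single wells judged on their own value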;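 further: signal counts dimethyl H3K9 product captured on neutravidin plate; 0% = median of DMSO wells and 100% = 0.3 times that DMSO median; strong numbers were not always called active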
# Target sequence (Q9H3R0 1-420 limits assumed): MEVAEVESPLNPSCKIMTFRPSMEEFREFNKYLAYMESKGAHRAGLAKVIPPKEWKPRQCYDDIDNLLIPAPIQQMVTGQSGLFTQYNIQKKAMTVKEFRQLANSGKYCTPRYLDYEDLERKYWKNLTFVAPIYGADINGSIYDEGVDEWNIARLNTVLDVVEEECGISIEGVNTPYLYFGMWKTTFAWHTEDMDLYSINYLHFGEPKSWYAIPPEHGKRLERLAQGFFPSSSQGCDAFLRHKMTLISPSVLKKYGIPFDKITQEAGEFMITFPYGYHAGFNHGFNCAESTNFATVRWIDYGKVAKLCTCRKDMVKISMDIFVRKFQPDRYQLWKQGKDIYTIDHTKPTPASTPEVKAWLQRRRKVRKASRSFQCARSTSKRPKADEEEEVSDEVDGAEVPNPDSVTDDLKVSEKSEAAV
# TPT1 inhibitor – Candida albicans TPT1 enzyme inhibitors, primary screen, biochemical, fluorescence polarization; AID 1962, 2009; hit rate 0.81% among 300,000; inhibition, % at 5 µM; tRNA 2'-phosphotransferase TPT1 (Candida albicans SC5314); recombinant caTPT1, FP RNA substrate dephosphorylation;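 active means inhibition above the mean of all tested compounds plus 3 SD, set per screening campaign, cut at about 24% in these data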;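 further: plate controls were DMSO alone for no effect and ferristatin control at 100 nM for full effect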
# CTSL1 counter – Fasciola hepatica cathepsin L1 inhibitors, primary screen, counter-screen for PFM18AAP inhibitor project, biochemical, QFRET, fluorogenic peptide substrate. recombinant F. hepatica cathepsin L1, Z-Leu-Arg-MCA fluorescence. inhibition, % at 5.96 µM. hit rate 0.49% among 300,000. AID 1906, 2009;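 active means inhibition above the mean of all tested compounds plus 3 SD, set per screening campaign, cut at about 17% in these data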;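 further: 0% = plate median of test compound wells and 100% = 1 µM Z-Phe-Ala-diazomethylketone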
# ZTA counter – blocks Epstein-Barr virus ZTA, an EBNA-1 counter-screen; P03206; ZTA-DNA binding, fluorescence polarization; inhibition, % at 11 µM; hit rate 0.15% among 320,000; AID 2234; in the data active means inhibition above about 33%
# Target sequence (P03206 whole entry, looked up): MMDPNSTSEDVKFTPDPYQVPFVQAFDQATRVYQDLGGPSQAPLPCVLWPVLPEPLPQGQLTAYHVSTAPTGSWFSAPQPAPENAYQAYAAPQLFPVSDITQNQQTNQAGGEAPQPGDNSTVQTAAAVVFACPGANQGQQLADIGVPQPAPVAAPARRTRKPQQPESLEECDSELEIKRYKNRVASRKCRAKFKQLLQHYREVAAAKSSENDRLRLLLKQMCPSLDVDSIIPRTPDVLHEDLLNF
# EBNA-1 inh – EBNA-1 DNA-binding inhibitors, primary screen, biochemical, fluorescence polarization. inhibition, % at 14.8 µM. hit rate 0.34% among 300,000. AID 1950, 2009; in the data active means inhibition above about 28%
# The depositor's hits bear a star; · = no result given; & = joins results of further samples.
SMILES,core dimer inh,PP1 counter,CR mimetic SO,PP5 inh,GASC-1 inh,TPT1 inhibitor,CTSL1 counter,ZTA counter,EBNA-1 inh
Cc1cccc(CSc2ccc(S(=O)(=O)N3CCCC3)cn2)c1,·,1,101,1.9,6,·,·,-2,·
COCCNC(=O)c1ccccc1NC(=O)Nc1ccccc1,-1,-1,102,-3.2,9,-3,-3,0,9
CC(=O)Nc1ccc(C(=O)CN2CCN(c3ccccc3)CC2)cc1,-31,-1,101,-0.3,7,4,0,8,13
CCCNC(=S)NNC(=O)c1cc(C2CC2)nc2ccccc12,-3,-8,92,0.9,-1,1,-4,-7,-9
CCN(CC)S(=O)(=O)c1cccc(C(=O)OCC(=O)c2ccc3c(c2)OCCO3)c1,9,1,99,1.6,3,1,-4,19,0
NC(=O)CSc1nnc(Cc2cccs2)n1C1CCCCC1,1,-5,104,-3.1,0,0,-1,11,13
CCCC(=O)Nc1ccc(N2CCN(C(=O)c3ccccc3C)CC2)cc1,-6,-1,95,0.5,-7,-3,-1,-8,13
Cc1nnc2n1N=CC=C(c1ccccc1)S2,7,-4,112,1.1,0,-4,2,0,5
Cc1ccccc1/C=C/C(=O)N1CCOCC1,-1,-2,91,-1.3,-8,-2,0,-14,-6
N#C/C(=C\c1cn(CCOc2ccccc2)c2ccccc12)C(=O)NCC1CCCO1 (configuration not stated),6,4,101,7.3,6,-2,-1,3,-18
COc1ccc(Cn2nc(C)n(N(C)c3ncc(C(F)(F)F)cc3Cl)c2=O)cc1,-3,0,123,0.3,42,3,-1,-1,-19
CCCSC1=NN2CCCC(=O)N=C2S1,2,1,106,0.8,25,1,3,-4,-4
O=C(NCCc1ccc(Cl)cc1)C1CCN(S(=O)(=O)c2cccs2)CC1,0,1,99,1.1,-5,-1,-2,3,2
CCNc1nc(NC(C)(C)C)nc(N(CC)n2cnnc2)n1,-6,-1,90,0.2,-6,-1,-1,8,13
CCOc1cc(Br)c(COc2ccc(C)nc2[N+](=O)[O-])cc1OCC,7,-1,101,2.4,0,0,1,0,-5
COC(=O)c1cc(=O)cc(C(=O)OC)o1,0,-1,105,0.2,-9,-8,0,9,1
CC(OC(=O)CNC(=O)c1ccc2ccccc2c1)C(=O)NC1CCCCC1C (configuration not stated),-5,3,118,2.5,7,-2,7,-7,9
CCCCN(C(=O)c1ccc(C)cc1)c1c(N)n(CCC)c(=O)[nH]c1=O,5,0,100,1.9,-13,0,-2,13,11
O=C(CN1CCC(n2nnc3ccccc32)CC1)NCc1cccs1,0,0,107,-2.1,7,0,0,9,1
OCCCc1nc2ccccc2n1CCCCOc1ccccc1,-3,-3,104,1.9,-30,-1,-4,-2,-3
CC1CCc2sc(C(=O)NCCCn3ccnc3)cc2C1 (configuration not stated),1,-2,99,0.4,-46,-2,-1,-10,1
CC(C)C(c1nnnn1C(C)(C)C)N1CCC(Cc2ccccc2)CC1 (configuration not stated),4,5,81,3.1,-2,10,3,10,11
O=C(NCc1ccccc1)c1ccc(=O)[nH]n1,-2,-2,97,0.4,-1,-5,-3,-5,-1
CCOC(=O)C1CCN(C(=O)c2ccc(Oc3cc(Cl)cc(Cl)c3)o2)CC1,5,1,100,0.5,3,-5,2,7,-10
O=c1c2ccccc2[nH]c(=S)n1Cc1cccs1,2,-2,97,3.3,4,2,3,-11,3

# Fetched by compound from the entries so far:
SMILES,core dimer inh,PP1 counter,CR mimetic SO,PP5 inh,GASC-1 inh,TPT1 inhibitor,CTSL1 counter,ZTA counter,EBNA-1 inh
CCOC(=O)C1CCN(C(=O)c2ccc(Oc3cc(Cl)cc(Cl)c3)o2)CC1,5,1,100,0.5,3,-5,2,7,-10
Cc1nnc2n1N=CC=C(c1ccccc1)S2,7,-4,112,1.1,0,-4,2,0,5
O=C(CN1CCC(n2nnc3ccccc32)CC1)NCc1cccs1,0,0,107,-2.1,7,0,0,9,1
CC(OC(=O)CNC(=O)c1ccc2ccccc2c1)C(=O)NC1CCCCC1C (configuration not stated),-5,3,118,2.5,7,-2,7,-7,9

# Further results:
SMILES,core dimer inh,PP1 counter,CR mimetic SO,PP5 inh,GASC-1 inh,TPT1 inhibitor,CTSL1 counter,ZTA counter,EBNA-1 inh
Cc1ccc(F)cc1NC(=O)CN1CCN(Cc2ccccc2)CC1,-5,-2,101,-0.2,3,-4,3,-9,1
CCN(CC)c1ccc(NC(=O)CSc2n[nH]c(-c3ccco3)n2)cc1,-13,-4,96,1.0,3,1,7,4,-10
CCc1ccc(OCCNC(=O)c2ccccc2SCc2ccccc2)cc1,17,6,96,2.6,-4,-3,6,-3,5
CCN(c1ccc(C(=O)CN2C(=O)NC3(CCOc4ccccc43)C2=O)cc1)S(C)(=O)=O (configuration not stated),·,-2,100,1.2,-1,·,·,0,·
CCOc1cc(/C=C2\C(=O)ON=C2C)ccc1OCc1ccccc1,8,5,98,1.4,-5,-1,4,0,4
O=C(CCCc1ccccc1)N1CCN(c2ccc([N+](=O)[O-])cc2)CC1,9,3,117,3.1,14,0,0,2,-1
CN(C)c1nc2c(c(=O)n(C)c(=O)n2C)n1Cc1ccccc1,-3,-4,112,2.6,-3,-1,-3,-15,3
COc1ccc(Nc2nc(S(=O)(=O)c3ccc(C)cc3)c(Cl)s2)cc1,8,0,107,6.5,2,5,-1,11,9
C=CCn1c(SC(C)C#N)nc2sc(CC)cc2c1=O (configuration not stated),-6,1,91,0.9,6,-2,0,-8,-4
N=c1n(CCO)c2ccccc2n1Cc1ccc(Cl)cc1,-9,1,91,-1.5,0,-5,-2,-1,-1
CC(C)(C)[C@@H]1C=C(C(=O)NC2CC2)O[C@H](OCc2ccc(CO)cc2)C1,-1,0,·,-0.2,6,-5,-5,3,9
CC1=C(C(=O)Nc2ccc(C)cc2)C(c2ccc(N(C)C)cc2)NC(=O)N1 (configuration not stated),-7,-2,100,2.9,-20&5,4,-4,3,-4
O=C(CN1CCCCC1)Nc1nc(-c2ccccc2)cs1,12,-5,102,0.3,-4,-7,-2,4,-1
Cc1ccc(SCCNC(=O)/C=C/c2cccc([N+](=O)[O-])c2)cc1,7,0,97,2.0,2,2,4,2,5
COC(=O)CN(C#N)c1nc(NC(C)C)nc(NC(C)C)n1,-3,0,108,1.6,5,3,69*,11,-6
CN(C(=O)CS(=O)(=O)Cc1ccccc1Cl)c1ccccc1,4,-2,103,3.8,-1,0,0,-1,-4
CNC(=O)CN(c1ccc(Oc2ccccc2)cc1)S(=O)(=O)c1ccc(C)cc1,-1,0,86,1.9,4,2,0,0,15
Oc1ccc(/C=N/N=C(c2ccccc2)c2ccccc2)c(O)c1O,3,3,124,5.7,-19,8,0,2,-12
O=C(CN(CC1CCCO1)C(=O)CNS(=O)(=O)c1ccc(F)cc1)NCc1ccccc1 (configuration not stated),-8,2,117,-0.4,5,-4,0,-16,10
CCOC(=O)CCc1c(C)nc(SCCN2CCCC2)c(C#N)c1C,-2,2,82,0.9,-9,1,-3,-18,-6
CCC(=O)Oc1cccc(C(=O)Nc2ccc(-c3nnc(-c4ccco4)o3)cc2)c1,2,1,90,-0.2,-5,6,-43,2,-1
O=S(=O)(Cc1ccccc1)N1CCN(C2Cc3ccccc3C2)CC1,4,-1,91,0.9,18,-7,5,7,-1
COc1ccc(C(=O)O/N=C/c2ccc(S(=O)(=O)c3ccc(Cl)cc3)nc2)cc1,1,4,90,-1.7,30,-1,-8,-18,-14
Cc1ccc2c(c1)nnn2C1CCN(CC(=O)N2CCN(c3ccc(F)cc3)CC2)CC1,12,4,112,1.2,4,-4,0,-6,6
O=C(CSc1nc2ccccc2o1)NCc1n[nH]c(=O)c2ccccc12,4,-2,92,-1.7,-20,-3,5,7,6
# Following part:
SMILES,core dimer inh,PP1 counter,CR mimetic SO,PP5 inh,GASC-1 inh,TPT1 inhibitor,CTSL1 counter,ZTA counter,EBNA-1 inh
CCCNC(=O)C1CC2Cn3c(nc4ccccc43)C2N1C (configuration not stated),7,-3,104,-0.8,121,1,-1,0,0
COc1ccc(O)c(C(=O)c2cnn(-c3ccccn3)c2)c1,-1,-1,111,-1.7,-3,4,-2,4,-4
Cc1cc(C)c(C)c(S(=O)(=O)N[C@@H](C)C(=O)OCc2cc(=O)n3cc(Br)ccc3n2)c1C,22,7,112,3.9,-2,2,12,-2,3
O=C(Nc1ccc2nsnc2c1)C1CC1,-3,0,69,-0.7,24,2,1,18,0
COc1ccc(/C=N\NC(=O)C2COc3ccccc3O2)cc1O (configuration not stated),-1,-2,91,0.8,1,-3,5,-2,2
OCCC1CN(Cc2cccn2-c2ccccn2)CCN1Cc1ccccc1 (configuration not stated),-1,-1,93,0.0,11,-3,-3,1,4
CC(=O)O[C@H]1C(=O)[C@@]2(C)[C@H]([C@H](OC(=O)c3ccccc3)[C@]3(O)C[C@H](OC(=O)[C@H](O)[C@@H](NC(=O)c4ccccc4)c4ccccc4)C(C)=C1C3(C)C)[C@]1(OC(C)=O)CO[C@@H]1C[C@@H]2O,-7,-2,100,-3.8,·,2,19*,-23,-5
O=C(Cc1ccccc1[N+](=O)[O-])NCc1ccco1,-2,-1,106,1.8,-2,-2,-3,0,-1
CC(=O)Nc1ccc(S(=O)(=O)N(C)CC(=O)N/N=C/c2ccc(C(=O)O)cc2)cc1,2,-3,95,-1.4,-10,2,-3,4,3
Cc1cc(C)n(C(=O)CN2C(=O)CCC2=O)n1,1,-2,105,3.5,10,-1,0,-11,-2
CCOc1cc(/C=N/NC(=O)C2CCCC2)ccc1O,-10,1,104,-0.8,-6,2,-63,-15,-1
COc1ccc(CN2C3CCCC2CC(NC(=O)Nc2cccc(C)c2)C3)cc1 (configuration not stated),-8,1,101,0.7,-1,-4,-2,2,-14
OCC[C@H]1C[C@@H](O)[C@H](O)[C@@]2(CCCO2)O1,1,0,100,-0.6,9,-2,-4,12,4
COc1ccccc1N(CC(=O)N/N=C(\C)c1ccccc1O)S(=O)(=O)c1ccc(C)cc1,13,0,102,-3.9,140,1,4,0,8
COc1ccc(CCNC(=O)/C(C#N)=C2\N=C(NC(=O)c3ccco3)c3ccccc32)cc1,12,-3,110,-2.1,2,2,-6,15,11
COc1ccc(C(=O)Nc2ccc3c(c2)OCO3)cc1OC,-4,-1,82,3.5,8,0,-2,-3,1
COc1ccc(-n2c(COc3cccc4ccccc34)nnc2SCC(=O)NCc2ccco2)cc1,10,4,101,5.1,-5,-1,1,-9,3
CCOC(=O)c1c(-c2ccccc2)oc2ccc(O)c(CN3CCN(C)CC3)c12,-13,-1,110,-1.3,10,-1,1,-4,7
CC(=O)N[C@@H](Cc1c[nH]c2ccccc12)C(=O)NCc1ccccc1,-1,-1,92,-1.5,3,-3,-3,-2,-1
COc1ccc(OC)c(NC(=O)c2cc3c(Cl)nc4ccccc4c3s2)c1,1,3,100,1.1,-2,-4,2,2,-6
COC(=O)c1cc(CNC(=O)c2sccc2-c2ccccc2)ccc1OC,4,-5,99,5.3,4,2,-2,-5,7
COc1ccc(/C=C/C(=O)OCC(=O)NC2CCCCC2C)c(OC)c1 (configuration not stated),·,-5,100,-1.6,0,·,·,-3,·
O=C(NCC1CCCN1S(=O)(=O)c1cccs1)c1cccc(F)c1 (configuration not stated),0,-6,111,1.6,-17,5,6,3,-1
